Screens (PubChem)
GAA850 FXN act = increases GAA850 frataxin promoter reporter activity; HEK293 lucGAA850 FXN promoter luciferase reporter, 24 h; percent of 10 µM SAHA response; activation, % at 6 µM; 0.56% of 360,000 active;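 active = activation above the average of all compounds screened plus 3 SD, cutoff fixed separately per campaign, cut at about 7.5% in these data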;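 note: 0% = DMSO wells and 100% = 10 µM SAHA wells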
HGIII-sPLA2 inh = Inhibits HGIII-sPLA2 liposome hydrolysis, primary screen; QFRET BODIPY PC-A2 liposome hydrolysis, fluorescence; inhibition, % at 12.2 µM; AID 743126; Q9NZ20; 0.56% of 370,000 active;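 active = inhibition above mean plus 3 SD of compounds lying within the high and low control bounds, cut at about 19% in these data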;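 note: 0% = median of test compound wells and 100% = no enzyme DMSO wells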
Target sequence (Q9NZ20 whole entry, looked up): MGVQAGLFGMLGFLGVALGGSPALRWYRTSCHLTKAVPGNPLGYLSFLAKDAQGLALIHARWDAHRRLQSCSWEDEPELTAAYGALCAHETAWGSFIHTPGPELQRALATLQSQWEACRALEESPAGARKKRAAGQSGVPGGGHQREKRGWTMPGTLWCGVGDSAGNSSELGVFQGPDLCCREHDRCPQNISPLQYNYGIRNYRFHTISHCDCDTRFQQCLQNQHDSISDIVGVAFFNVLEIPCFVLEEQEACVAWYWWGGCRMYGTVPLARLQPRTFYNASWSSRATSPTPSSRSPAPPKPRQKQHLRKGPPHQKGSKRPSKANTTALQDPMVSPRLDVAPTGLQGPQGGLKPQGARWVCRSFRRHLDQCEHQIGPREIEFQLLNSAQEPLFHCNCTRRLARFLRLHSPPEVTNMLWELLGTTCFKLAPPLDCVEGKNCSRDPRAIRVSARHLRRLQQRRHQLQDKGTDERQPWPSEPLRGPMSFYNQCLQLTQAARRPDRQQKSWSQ
ADAM10 inh = ADAM10 inhibition, QFRET primary screen | recombinant ADAM10, EDANS/DABCYL FRET peptide cleavage, 3 h | inhibition, % at 7 µM | 0.62% of 370,000 active | AID 720582;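 active = inhibition above a per-campaign cutoff equal to the mean of compounds falling between control-based bounds plus 3 SD, cut at about 20% in these data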;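 note: 0% = DMSO wells while the 100% control is not disclosed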
ADAM17 inh = inhibits human ADAM17; inhibition, % at 6.95 µM; P78536; recombinant ADAM17, EDANS/DABCYL FRET peptide cleavage; AID 720648; 0.83% of 370,000 active;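 active = inhibition above the mean of compounds lying between control limits plus 3 SD, set per campaign, cut at about 8.5% in these data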;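 note: 0% = DMSO-only wells as the low control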
Target sequence (P78536 215-824 limits assumed): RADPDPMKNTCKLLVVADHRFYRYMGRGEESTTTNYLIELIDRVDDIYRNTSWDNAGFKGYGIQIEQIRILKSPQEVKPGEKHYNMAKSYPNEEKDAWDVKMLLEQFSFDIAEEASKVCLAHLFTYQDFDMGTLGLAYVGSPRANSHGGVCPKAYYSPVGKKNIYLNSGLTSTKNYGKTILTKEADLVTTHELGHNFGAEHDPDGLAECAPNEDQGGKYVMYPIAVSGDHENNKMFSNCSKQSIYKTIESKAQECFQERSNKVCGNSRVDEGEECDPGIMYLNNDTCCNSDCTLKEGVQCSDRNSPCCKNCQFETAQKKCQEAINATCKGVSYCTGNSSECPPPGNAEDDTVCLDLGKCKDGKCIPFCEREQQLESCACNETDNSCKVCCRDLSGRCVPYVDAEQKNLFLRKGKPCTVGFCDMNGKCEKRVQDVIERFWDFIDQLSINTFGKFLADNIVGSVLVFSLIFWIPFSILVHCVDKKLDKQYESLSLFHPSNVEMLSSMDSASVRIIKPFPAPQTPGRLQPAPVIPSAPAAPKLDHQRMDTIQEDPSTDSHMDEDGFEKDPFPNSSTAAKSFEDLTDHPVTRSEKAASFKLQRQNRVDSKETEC
ssDAF12 agonist = S. stercoralis DAF-12 activation, primary screen; HEK293 ssDAF-12/GRIP1 lit1-tk-luc reporter, luminescence; % of 3 µM dafachronic acid response; activation, % at 6.8 µM; 1% of 370,000 active; AID 652126;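 active = activation above the mean over all tested compounds plus 3 SD, cut at about 0.9% in these data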;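 note: 0% = DMSO-only wells and 100% = 3 µM delta7-dafachronic acid wells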
PLC-beta3 inh = PLC-beta3 (human) inhibition, primary screen. 0.18% of 370,000 active. inhibition, % at 12.2 µM. Purified PLC-beta3, fluorogenic substrate, fluorescence; in the data active = inhibition above about 11%;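 note: 0% = median of compound wells on plate and 100% = full blocker control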
DAX1 inh-1 = blocks DAX1 repression of SF-1 activated StAR promoter. HEK293T StAR-luciferase reporter, SF-1/DAX-1 repression relief. 1.1% of 370,000 active. inhibition, % at 6.8 µM. AID 652010;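 active = inhibition above the mean over all tested compounds plus 3 SD, cut at about 3.6% in these data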;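 note: 0% = DAX-1 cells with DMSO and 100% = cells lacking DAX-1 with DMSO; higher inhibition means more luminescence from relief of DAX-1 repression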
PLC-gamma1 inh = blocks human PLC-gamma1 enzyme activity | P19174 | purified PLC-gamma1, fluorogenic substrate, fluorescence | inhibition, % at 12.2 µM | 0.84% of 370,000 active | AID 720700; in the data active = inhibition above about 9.5%
DAX1 inh-2 = NR0B1 (DAX1) inhibition; inhibition, % at 6.75 µM; AID 504766; HEK293 Gal4-DAX1 luciferase reporter, luminescence; 0.99% of 340,000 active; P51843;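 active = inhibition above the mean over all tested compounds plus 3 SD, cut at about 4.2% in these data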;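 note: 0% = DAX1-transfected cells with DMSO and 100% = empty-vector control cells with DMSO; inhibition shows as a rise in luminescence from relieved DAX1 repression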
hcDAF-12 act = activates DAF-12 receptor from parasite H. contortus. HEK293 hcDAF-12 lit1-tk-luc reporter, luminescence; 0% DMSO, 100% Δ7-dafachronic acid. activation, % at 6.8 µM. 1.4% of 370,000 active. AID 652067;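 active = activation above the mean of all tested compounds plus 3 SD, cut at about 5.5% in these data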;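 note: 100% = response to 3 µM Δ7-dafachronic acid high control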
hgDAF12 agonist = hgDAF-12 agonism, primary luciferase screen; HEK293 GAL4-hgDAF12 UAS-luciferase reporter, agonist luminescence; normalized to butyrate control; activation, % at 6.8 µM; 1.8% of 370,000 active;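 active = activation above a cutoff set at the mean of all screened compounds plus 3 SD, cut at about 10% in these data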;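 note: 0% = DMSO wells and 100% = sodium butyrate wells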
The depositor's hits bear a star; . = not tested or not shown.

Sample of the layout:
SMILES	GAA850 FXN act	HGIII-sPLA2 inh	ADAM10 inh	ADAM17 inh	ssDAF12 agonist	PLC-beta3 inh	DAX1 inh-1	PLC-gamma1 inh	DAX1 inh-2	hcDAF-12 act	hgDAF12 agonist
COc1ccc(N(CC(=O)N2CCc3ccccc3C2)S(C)(=O)=O)cc1Cl	0.8	3	-8	1	-0.1	-4	-0.2	-1	0.5	-1.1	-2.0
CCn1nnc2cc(C(=O)Nc3cc(OC)cc(OC)c3)ccc21	1.3	3	-8	-3	-0.6	-11	1.0	1	0.1	-0.9	3.2

All compounds of this part, previewed entries included:
SMILES	GAA850 FXN act	HGIII-sPLA2 inh	ADAM10 inh	ADAM17 inh	ssDAF12 agonist	PLC-beta3 inh	DAX1 inh-1	PLC-gamma1 inh	DAX1 inh-2	hcDAF-12 act	hgDAF12 agonist
COc1ccc(N(CC(=O)N2CCc3ccccc3C2)S(C)(=O)=O)cc1Cl	0.8	3	-8	1	-0.1	-4	-0.2	-1	0.5	-1.1	-2.0
CCn1nnc2cc(C(=O)Nc3cc(OC)cc(OC)c3)ccc21	1.3	3	-8	-3	-0.6	-11	1.0	1	0.1	-0.9	3.2
CCN(CC)C(=O)C1=C(C)N(Cc2ccccc2)C(=O)C(CC(=O)NCC2CCCCC2)C1 (stereo not given)	-2.4	0	-13	-3	-1.2	1	0.6	-2	0.2	-0.3	4.5
CCOC(=O)c1ccc(N2C(=O)CC(SCC(N)C(=O)OCC)C2=O)cc1 (stereo not given)	1.6	-6	5	-2	-0.3	4	0.3	-1	0.7	-0.4	-0.6
Cc1cc(C)nc(NS(=O)(=O)c2ccc(NC(=O)CCC3COc4ccccc4O3)cc2)n1 (stereo not given)	1.9	-15	9	1	-0.4	1	-0.3	3	-0.4	-1.4	-0.1
CC(=O)c1ccc(NC(=O)C2CC(=O)N(Cc3ccccc3)C2)cc1 (stereo not given)	-1.0	-2	-10	-4	-0.7	5	1.1	1	1.3	0.5	14*
Cc1nc(N)sc1-c1csc(N(C)c2ccc(O)cc2)n1	7.2	-7	7	-3	-1.6	-34	-0.7	-22	0.4	-1.2	0.3
N#Cc1c(N)[nH]c(C(=O)c2ccccc2)c1-c1ccccc1Br	.	-2	6	3	-0.3	-38	1.6	-31	.	-1.3	1.2
COc1ccc([N+](=O)[O-])cc1NC(=O)CSc1nc(C)c(C)c(C)n1	0.9	-2	4	3	-0.5	2	0.4	0	-0.1	-1.5	4.0
Cc1ccc(N2CCN(C3=NC(=O)C(Cc4ccccc4)S3)CC2)cc1 (stereo not given)	1.3	-14	8	4	-1.4	2	0.0	3	-0.4	-2.7	-2.8
CC(C)NC(=O)C1(C)CCN1C(=O)c1c(F)cccc1F (stereo not given)	2.0	6	-22	-4	-0.7	-1	-0.6	1	.	-1.4	3.5
C/C(=N\NC(=O)c1cccc(S(=O)(=O)Nc2ccc(C)cc2C)c1)c1ccncc1	1.7	-4	-12	3	-1.0	-9	-0.3	-5	-0.7	1.2	2.5
COc1ccc(C(=O)O)cc1S(=O)(=O)N(C)CCc1cccnc1	-1.4	4	2	-4	-1.1	3	-0.3	0	-0.3	-1.3	0.0
CC(C)N(C)C(=O)c1ccc(OC2CCN(CCc3ccccc3)CC2)cc1	1.9	4	-10	-3	-1.5	-6	0.0	-1	0.3	-2.4	-1.0
Cc1ccccc1Cn1cc(S(=O)(=O)c2ccc(C(C)C)cc2)c(=O)c2cc3c(cc21)OCO3	0.8	3	-10	-3	-0.7	-7	-0.3	2	1.2	0.6	-0.5
Cc1nn(-c2ccccc2)c(Cl)c1/C=N/NC(=O)CNC(=O)c1ccccc1Cl	-2.2	-7	-5	-2	-1.7	-3	-1.9	1	-1.9	-1.8	0.7
CN=C(Cc1ccccc1)C1=C(O)CC(C)(C)CC1=O	2.0	7	-7	-4	-1.6	0	-0.7	0	2.6	-1.1	-2.4
O=C(COc1ccc(Br)cc1)N1CCN(c2ccccc2)CC1	2.2	-3	7	1	-1.2	1	0.1	1	3.0	-1.2	-1.2
Cc1ccccc1OCC(=O)NCc1ccccc1	4.7	-1	3	1	-1.4	1	0.1	1	-0.6	-1.2	1.0
CCn1c(-c2cc3c(C(F)(F)F)nn(C)c3s2)n[nH]c1=S	1.9	20*	-88	-24	-1.5	-325	-0.5	-272	-0.2	-1.5	-0.8
CCOc1ccc(S(=O)(=O)N2CCN(Cc3ccco3)CC2)cc1	-0.3	-29	6	-2	-0.5	-8	-0.2	-3	-0.1	4.4	0.6
C[C@H]1COC(=O)[C@H](Cc2ccc(F)cc2)C/C=C\C[C@@H](CC(=O)N(CCO)Cc2ccccc2)C(=O)N1	-1.3	1	-7	3	-1.8	-3	-0.7	0	-0.1	-1.2	-1.4
NS(=O)(=O)c1ccc(NC(=O)CSc2ncn[nH]2)cc1	-0.6	-1	2	-1	-0.6	1	-0.2	1	2.7	0.7	0.5
COc1ccc(CNc2nc(-c3ccccc3)nn2C(=O)c2cccs2)cc1	-0.2	3	1	-4	-1.5	3	0.2	1	0.6	-0.2	-1.0
O=C(/C=C/c1ccoc1)c1ccccc1O	0.3	0	8	-2	-0.6	3	0.3	6	-0.7	1.2	0.8
O=C([C@@H]1C[C@H]1c1ccccc1)N1CCC(Oc2cccnc2)CC1	.	2	8	-1	-0.7	5	0.3	3	.	-0.4	-0.3
CC1C(=O)N(Cc2cn(CCC3OCCCO3)nn2)CCS(=O)(=O)N1Cc1ccc(-c2ccc(Cl)c(Cl)c2)cc1 (stereo not given)	-2.7	-56	19	7	-1.5	0	-2.0	-1	-1.4	-3.2	-4.8
Cc1ccc(N2C(=O)N(CC(=O)Nc3c(C)cc(C)cc3Cl)C(=O)C2C)cc1 (stereo not given)	2.8	-3	-1	0	-0.9	1	0.2	1	-1.2	-2.3	-2.9
COC(=O)c1c(NC(=O)C2CC2)sc(C(=O)Nc2ccccc2)c1C	1.8	-2	-8	-1	-1.0	-9	2.2	2	2.3	1.8	4.8
COc1ccc(N2C(=O)CC(N3CCC(O)(c4cccc(C(F)(F)F)c4)CC3)C2=O)cc1 (stereo not given)	0.2	-9	4	0	-1.2	1	-0.8	0	0.5	-0.6	-2.2
CCOc1ccc(/C(O)=C2\C(=O)C(=O)N(c3ccc(OC)cc3)C2c2ccccc2[N+](=O)[O-])cc1 (stereo not given)	0.5	-1	-8	-1	-0.1	-25	0.8	-14	.	6.3*	7.5
COc1ccc(CSc2n[nH]c(C)n2)cc1Br	3.7	1	6	-4	-0.3	-2	0.9	0	-0.8	1.3	4.6
CC(=O)c1c(N2CCN(C(=O)c3ccco3)CC2)nc(=S)n(-c2ccccc2)c1C	2.0	9	-11	-4	-1.8	-13	0.8	1	0.8	-0.7	0.5
Cc1ccccc1OCCSc1nc2ncnc(N)c2[nH]1	-0.3	-14	3	5	-1.9	-5	-0.6	1	-0.2	-1.2	-3.0
Cc1ccc(C2CC(=O)NC3=C2C(=O)CCC3)cc1Br (stereo not given)	1.7	-2	-1	-2	-1.9	0	-0.3	-2	-0.1	-1.9	-1.1
CCn1c(C)nc2cc(C(=O)NN=Cc3ccccc3OC(F)F)ccc21	1.9	6	0	-3	-1.1	-8	3.1	1	0.6	0.8	4.0
O=C(Cn1cc(COc2ccc3ccc(=O)oc3c2)nn1)c1ccc(O)cc1	-1.1	-32	-129	-25	-1.1	-23	-1.1	-15	0.3	-0.5	0.2
CCc1nc(SCc2ccc(OC)cc2)n[nH]1	5.1	7	-4	-5	-0.7	-2	0.9	-2	1.8	2.3	4.2
CNC(=O)COC(=O)[C@@H](Nc1ccc(S(=O)(=O)N2CCOCC2)cc1[N+](=O)[O-])C(C)C	2.2	0	9	-1	-1.1	5	0.6	4	0.2	-2.7	-0.5
CC1(c2nnc(-c3ccc(Cl)cc3)o2)CC(c2ccc(Cl)cc2)=NO1 (stereo not given)	-2.5	7	8	2	-1.5	6	0.5	1	2.5	0.0	3.6
Cc1ccc(C)c(OCCC(=O)OCC(=O)NNC(=O)c2ccccc2)c1	1.6	-9	1	-3	-1.5	-7	0.7	0	-0.3	0.0	1.5
c1cc(CNC2=NCCCCC2)ccn1	-1.0	3	-2	1	-0.8	3	-0.1	3	0.6	-0.4	-1.3
O=C(COC(=O)c1cc(Br)ccc1O)Nc1cccnc1Cl	0.2	11	-24	-6	-0.9	-20	0.9	-9	-0.1	2.0	4.3
CC(=O)c1ccc(OC(C)C(=O)Nc2cccc(S(=O)(=O)NCc3ccco3)c2)cc1 (stereo not given)	-2.4	-18	4	-2	-0.9	-4	-0.3	0	0.4	-0.4	-0.8
CN(Cc1cn(C)nc1-c1cccc(Cl)c1)C1CCOCC1	2.9	4	-3	-4	-1.1	-4	-0.5	0	-0.7	-1.3	-3.4
CN1CCN(NC(=O)c2cc(S(=O)(=O)Nc3ccc(Cl)cc3)ccc2Cl)CC1	-1.7	-4	2	-2	-1.5	-6	0.1	1	-1.3	0.1	2.4
CCSc1nc2c(sc3ccccc32)c(=O)n1C(C)C	-1.0	4	-1	-1	0.0	0	2.4	-4	1.4	3.5	-1.1
CCCNC(=O)c1cc2c3ccccc3n(C)c2s1	0.0	-4	-61	-22	-0.5	-7	-0.6	-4	-1.3	1.1	0.1
CCc1ccc(C=C2SC(=S)N(CCCC(=O)Nc3ccc(C(=O)O)cc3)C2=O)cc1	-15	1	-1	1	-1.2	3	-0.3	2	.	-3.1	-2.4
O=C(c1cc(-c2ccccc2)on1)N1CCN(C(=O)c2ccco2)CC1	1.7	-8	-1	0	-1.8	-1	0.5	1	0.1	-0.6	3.6
CC1(C)CC(=O)C2=C(C1)N(Cc1ccccc1)C(=O)C2(O)C(F)(F)F (stereo not given)	-0.9	-14	-7	-5	-1.2	0	-0.1	-1	-0.4	-0.7	-1.5
Cn1c(-c2ccc3c(c2)OCO3)cnc1NCc1ccccc1Cl	2.4	-4	-6	-4	-0.9	1	1.2	-1	3.2	0.2	5.1
O=C(Nc1ccccn1)c1ccc(Cl)s1	3.3	6	-8	-2	-0.4	-4	5.2*	0	1.9	1.3	12*
Cc1ccc(S(=O)(=O)N2C[C@]3(O)C[C@@H]4C(=O)N(c5ccccc5)C(=O)[C@@H]4C[C@]3(OC(=O)Nc3c(C)noc3C)C2)cc1	0.3	7	-5	4	-1.0	0	0.8	1	0.9	-1.1	1.0
CCOc1cccc(NC(=O)C2CC(=O)N(C)C(=Nc3ccccc3)S2)c1 (stereo not given)	-3.9	-32	11	3	-1.1	5	-0.8	1	-1.9	-1.0	-1.3
O=C(c1ccccc1)c1ccsc1C(=O)c1ccccc1	0.8	5	-16	4	-0.8	0	-1.5	0	1.8	0.2	1.8
Cc1cccc(C)c1NC(=O)C1CCCN1C(=O)NCc1ccccc1 (stereo not given)	-0.4	5	-4	0	-1.2	2	0.3	4	1.9	-0.8	0.6
CCOC(=O)CSC1=C(C#N)C(c2ccc(C)cc2)C(C(=O)OC)C(=O)N1 (stereo not given)	1.2	-1	-8	-6	-1.1	-8	-0.4	-8	0.7	-0.5	-1.9

An unsorted share of the library. Share with any hit: about 6.9%.
